High-throughput results from PubChem.
KDM5B inh – KDM5B demethylase inhibition; Q9UGL1; KDM5B demethylase, FDH-coupled NADH fluorescence (FDH is formaldehyde dehydrogenase); Potency, µM (titrated, usually from 57.7 µM), for inactives: at the highest dose activity change, negative = inhibition, actives largely listed as inhibitors; 2.6% of 220,000 active; AID 1347165; active = well fitted inhibition curve with a large enough effect; inconclusive = small, poorly fitted or top-dose-only effect; inactive = no such curve, though single readings can be large or run the other way; note: 0% is about no effect; nearly all actives have a fitted effect of over 70% in size
Target sequence (Q9UGL1 whole entry, looked up): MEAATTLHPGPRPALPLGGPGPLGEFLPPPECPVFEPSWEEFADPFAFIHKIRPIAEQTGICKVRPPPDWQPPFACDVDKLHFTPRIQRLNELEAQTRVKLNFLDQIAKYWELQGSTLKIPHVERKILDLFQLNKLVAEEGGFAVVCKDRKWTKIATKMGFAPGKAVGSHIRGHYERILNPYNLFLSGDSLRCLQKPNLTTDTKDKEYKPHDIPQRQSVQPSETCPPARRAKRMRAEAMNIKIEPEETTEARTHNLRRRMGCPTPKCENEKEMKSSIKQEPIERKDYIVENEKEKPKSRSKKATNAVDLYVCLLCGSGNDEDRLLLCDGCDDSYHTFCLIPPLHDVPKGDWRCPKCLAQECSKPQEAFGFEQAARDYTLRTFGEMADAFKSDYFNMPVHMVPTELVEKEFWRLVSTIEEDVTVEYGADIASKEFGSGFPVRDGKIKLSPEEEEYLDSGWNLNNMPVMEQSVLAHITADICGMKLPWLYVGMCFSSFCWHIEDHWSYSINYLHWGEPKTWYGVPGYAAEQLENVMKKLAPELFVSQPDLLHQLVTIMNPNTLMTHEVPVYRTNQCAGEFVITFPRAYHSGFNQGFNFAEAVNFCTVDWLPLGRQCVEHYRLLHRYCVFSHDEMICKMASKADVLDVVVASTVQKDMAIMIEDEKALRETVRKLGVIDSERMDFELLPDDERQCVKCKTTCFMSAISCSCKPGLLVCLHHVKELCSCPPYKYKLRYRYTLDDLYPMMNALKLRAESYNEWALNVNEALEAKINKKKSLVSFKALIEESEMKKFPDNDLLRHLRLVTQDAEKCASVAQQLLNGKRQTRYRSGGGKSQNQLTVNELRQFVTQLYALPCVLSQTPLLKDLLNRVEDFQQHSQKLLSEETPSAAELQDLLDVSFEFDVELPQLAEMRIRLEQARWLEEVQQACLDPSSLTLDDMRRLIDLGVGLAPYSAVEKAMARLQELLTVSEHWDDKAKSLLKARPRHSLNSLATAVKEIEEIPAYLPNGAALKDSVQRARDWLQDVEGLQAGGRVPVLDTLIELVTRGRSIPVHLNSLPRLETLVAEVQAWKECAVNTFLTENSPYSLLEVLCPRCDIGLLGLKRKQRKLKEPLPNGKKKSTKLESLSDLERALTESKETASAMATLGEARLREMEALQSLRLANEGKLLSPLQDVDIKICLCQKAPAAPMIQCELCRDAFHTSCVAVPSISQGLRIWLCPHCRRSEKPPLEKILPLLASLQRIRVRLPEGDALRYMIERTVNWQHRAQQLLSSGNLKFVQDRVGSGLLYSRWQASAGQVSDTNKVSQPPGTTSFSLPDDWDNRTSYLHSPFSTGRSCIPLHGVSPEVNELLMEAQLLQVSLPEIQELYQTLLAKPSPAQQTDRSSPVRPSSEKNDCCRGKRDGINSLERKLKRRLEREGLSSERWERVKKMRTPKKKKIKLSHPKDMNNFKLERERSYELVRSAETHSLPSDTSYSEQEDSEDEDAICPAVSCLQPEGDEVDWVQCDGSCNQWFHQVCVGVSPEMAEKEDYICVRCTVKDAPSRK
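Inhibition is measured as reduced NADH fluorescence generation from FDH coupling to formaldehyde release. Truncated KDM5BΔAP at 200 nM final acts on H3K4me3 peptide (12.5 µM in substrate mix) in pH 7.5 HEPES buffer with Tween-20, 30 min, room temperature.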
Numbers without * were called inactive; ? = inconclusive; [ ] = remark or other dose. Potency is the fitted concentration of half-maximal effect. The list is partial (hit frequency here may not be typical).

SMILES | KDM5B inh
CC(C)NC(=O)c1cc(-c2ccccc2F)cc2c1OCCN2Cc1cccnc1 | 22µM*
Cn1cnnc1CC1CCN(C(=O)c2cc(F)ccc2F)CC1 | -3%
CCNC(=S)NCCc1ccc(Cl)cc1 | 11%
COCCCN1CC2(CCN(C(=O)CCn3cc(C)cn3)CC2)CC1=O | -22%
O=C(COC(=O)/C=C/c1ccccc1)NC1CCS(=O)(=O)C1 (centres undefined) | 20%
COc1ccc(C(=O)N2CCC(c3nn(-c4ccccc4)c(=O)[nH]3)CC2)cc1 | 11%
CCOC(=O)c1[nH]c2ccccc2c1NC(=O)c1ccccc1F | ?
O=C(O)CCC(=O)N1Cc2ccccc2CC2(CCCCN2CC2CCCC2)C1 (centres undefined) | 6%[115 µM]
CCn1cc(NC(=O)C[C@H]2NC(=O)c3ccccc3NC2=O)c(C)n1 | -2%
CNC(=O)[C@@H]1CN(S(=O)(=O)C(C)C)C[C@H]1COC | 1%
CCn1cc(S(=O)(=O)N2C[C@@H](C(N)=O)[C@H](c3nc(C)no3)C2)cn1 | 20%
Cc1n[nH]c(C)c1S(=O)(=O)Nc1ncn(Cc2ccc(Cl)c(Cl)c2)n1 | 15%
CCCN(CCC)CCCNC(=O)Cn1cnc2sc(C)c(S(=O)(=O)N3CCCCC3)c2c1=O | -20%
O=C(NC1CCCc2c1[nH]c1ccc(F)cc21)c1cccs1 (centres undefined) | 0%
CCc1ccc(-c2nn(CC(=O)Nc3ccccc3C)c3c2cnc2ccc(C)cc23)cc1 | -13%
O=C1c2cnc(-c3ccccc3)nc2OCCN1c1cccc(C(F)(F)F)c1 | 16%[86.2 µM]
Cc1cc(C(=O)N2C[C@@H](Oc3ccccc3)C[C@H]2C(=O)N2CCCC2)n(C)n1 | 36%
CCc1c(C)nc(SCc2nc(-c3ccc(OC)cc3OC)oc2C)[nH]c1=O | -9%
CC1(C)CC(=O)C(C(c2cc([N+](=O)[O-])ccc2Cl)C2C(=O)CC(C)(C)CC2=O)C(=O)C1 | -12%
COc1ccc(C(CC(=O)Nc2ncccc2C)N2Cc3ccccc3C2=O)cc1 (centres undefined) | 38%
CCOC(=O)c1c(C)c(-c2ccccc2)n(CC(=O)NCCc2ccc(C)cc2)c1C | 16%
Cc1ccsc1C(=O)Nc1ccccc1Cc1ccccc1 | 22%
CCS(=O)(=O)N(C)CCCNC(=O)c1cn(C)c2ccccc12 | ?
O=C1CCCCC1Sc1nc2cc(Cl)ccc2s1 (centres undefined) | 6%
COC(=O)C(C)N1C(=O)S/C(=C/c2cccn2C)C1=O (centres undefined) | -2%
CSCC(=O)N1C[C@@H](NC(=O)Nc2ccc(F)cc2F)C[C@H]1C(=O)N(C)CC(N)=O | 14%
COc1ccccc1NC(=O)N1CC=C(c2c[nH]c3ccccc23)CC1 | ?
Cc1nc(CCNS(=O)(=O)c2ccc(Cl)c(C)c2)no1 | 11%
NC(=O)NC(=O)C(Cl)c1ccccc1 (centres undefined) | -5%
CN(C)C(=O)C1CN(C(=O)c2nn(Cc3ccccc3)c(=O)c3ccccc23)c2ccccc2O1 (centres undefined) | 16%
CCOC(=O)C1=C(CNCc2ccc(Cl)cc2)NC(=O)NC1c1ccccc1 (centres undefined) | ?
Cn1ccnc1CN1C(=O)CO[C@H]2CN(Cc3ccc(S(C)(=O)=O)cc3)C[C@H]21 | -28%[86.2 µM]
Cc1ccc2c(c1)c(=O)c(C(=O)c1ccncc1)cn2CC(=O)Nc1ccc(C(C)C)cc1 | ?
O=C(C[C@@H]1CCNC[C@@H]1Cc1cc(COc2ccccc2)on1)Nc1ccccc1 | -28%[86.2 µM]
CC1(c2ccccc2)CCCN(C(=O)c2ccnc(-n3cnnc3)c2)C1 (centres undefined) | 26%
FC(F)(F)c1ccccc1-c1cc(-c2cccnc2)c2cncn2c1 | ?
Cc1ccc(Cn2nnc3c(=O)n(CC(=O)N4CCCCCC4)cnc32)cc1 | 13%
Cn1c(=O)c2c(ncn2CCC(=O)Nc2ccc(F)cc2)n(C)c1=O | 5%
COCCN1C(=O)CS(=O)(=O)C12CCN(C(=O)COc1ccccc1)CC2 | 8%
Cc1ccc(C(=O)CSc2nc3ccccc3c(=O)[nH]2)c(C)c1 | 23%

Reprinted from the part before: three compounds; new compounds follow.
SMILES | KDM5B inh
Cn1c(=O)c2c(ncn2CCC(=O)Nc2ccc(F)cc2)n(C)c1=O | 5%
COCCN1C(=O)CS(=O)(=O)C12CCN(C(=O)COc1ccccc1)CC2 | 8%
Cc1ccc(C(=O)CSc2nc3ccccc3c(=O)[nH]2)c(C)c1 | 23%
CCOc1ccccc1C(=O)NC1(C(F)(F)F)NC(=O)N(CCc2ccc(OC)c(OC)c2)C1=O (centres undefined) | -26%
COc1cccc(C(=O)N(C)Cc2ccc(-c3ccccc3)cc2)c1 | -17%[86.2 µM]
Cc1cc(Cl)ccc1Nc1ncnc2onc(C)c12 | -28%
COc1ccc(NC(=O)C(C)Nc2ccc3oc(C)nc3c2)cc1OC (centres undefined) | 8%
Cc1ccccc1C(=O)NC1(C(F)(F)F)C(=O)Nc2c1c(=O)[nH]c(=O)n2-c1ccc(F)cc1 (centres undefined) | -15%
COc1ccc(-c2cc(C(C)=O)c(C)n2CCC(=O)NCc2ccc(C)cc2)cc1 | ?
COc1ccccc1C(=O)NC1CCC(C)CC1 (centres undefined) | -13%
Cc1nc2c(-c3ccc(F)cc3)c(C)nn2c(C)c1CCC(=O)N1CCN(c2ccc(F)cc2)CC1 | -37%
CCc1ccccc1NC(=O)Nc1nnc(N(C)Cc2ccccc2)s1 | -24%
COc1ccccc1C(=O)NC(=O)COC(=O)c1cccc(NC(C)=O)c1 | 0%
O=S(=O)(c1ccc(Cl)cc1)N1CCN(Cc2cccnc2)CC1 | 13%
Cc1ccc(Cl)cc1N1CCN(CCCNC(=O)Cn2ncc3c([nH]c4ccccc43)c2=O)CC1 | -23%
COc1ccccc1NC(=O)c1cc(=O)c2ccc(C)c(C)c2o1 | -7%
COc1ccccc1CNC(=O)[C@@H](C)C1CC[C@@]2(C)CC[C@H](NC(=O)C3CCCCC3)[C@@H](C)[C@@H]2[C@H]1O (some centres undefined) | -9%
Cc1ccccc1NC(=O)CSc1nc2ccccc2nc1C | -11%
COc1ccc(NC(=O)c2ccc(CN3CCCC3=O)cc2)cc1S(=O)(=O)N1CCOCC1 | -3%
Cc1cc(NCCc2cnccn2)nc(-c2ccccc2O)n1 | -22%
O=[S+]([O-])(Nc1ccccc1)c1ccc2c(c1)OCCN(Cc1ccncc1F)C2 | -11%[86.2 µM]
O=C(O)c1cc(-c2cccnc2)nc2ccccc12 | 22%
CC(=O)c1cc(-c2ccccc2)n(CCC(=O)Nc2ccc(C(C)C)cc2)c1C | ?

Three of the compounds above, in CSV form:
Structure,KDM5B inh
O=[S+]([O-])(Nc1ccccc1)c1ccc2c(c1)OCCN(Cc1ccncc1F)C2,-11%[86.2 µM]
O=C(O)c1cc(-c2cccnc2)nc2ccccc12,22%
CC(=O)c1cc(-c2ccccc2)n(CCC(=O)Nc2ccc(C(C)C)cc2)c1C,?

Later entries:
SMILES | KDM5B inh
CN(C)C(=O)CC(O)c1cc2n(n1)CCN(Cc1ccc3c(c1)OCCO3)C2 (centres undefined) | -8%
Cc1ccccc1-c1noc(CN2CCC(c3ccn[nH]3)CC2)n1 | 10%
Cc1cccc2c1nc1n2[C@@H](CNC2CCOCC2)COC1 | 29%[86.2 µM]
CCc1nc2cc(N3CCCC(C(=O)O)C3)cnc2nc1CC (centres undefined) | -32%
O=C(CN1C(=O)CCSc2ccc(S(=O)(=O)N3CCCC3)cc21)Nc1ccccc1 | -3%
COc1cc(C(=O)N2CCc3c([nH]c4ccccc34)C2c2ccccc2)cc(OC)c1OC (centres undefined) | ?
CCCc1cc(=O)oc2cc(OCC(=O)NCc3cccnc3)ccc12 | -12%
O=C(CCc1ncc(-c2ccccc2)o1)Nc1ccn[nH]1 | 20%
O=C(NCc1cccc(F)c1)c1ccc2nc(N3CCCCC3)sc2c1 | -8%
CN1CCCCCC1=Nc1ccc([N+](=O)[O-])cc1 | -1%
CC(=O)c1ccc(NC(=O)c2cc3sccc3n2Cc2ccc(F)cc2)cc1 | ?
COc1ccc(-c2ccnc(-c3nnc(C)n3C3CCN(C)CC3)c2)cc1OC | 32µM*
O=C(Cn1nc(N2CCN(c3ccccc3)CC2)ccc1=O)Nc1ccc(F)cc1F | 3%
O=C(CC1CCN(C(=O)C2CCC2)C1)NC1CC1 (centres undefined) | -16%
CC(C)Cn1cc(NC(=O)NCc2ccccc2)c2ccccc2c1=O | ?
Cc1c(O)ccc2c(CN3CCN(CCc4ccccn4)CC3)cc(=O)oc12 | ?
COc1ccc2c(c1)CCCN2C(=O)c1cc2cc(C)ccc2nc1C | -9%
CCN1c2cc(C(=O)Nc3ccc(Cl)c(C)c3)ccc2C(=O)N2CCCCCC21 (centres undefined) | ?
Cc1noc([C@@H]2CN(Cc3cc(F)cc(F)c3)C[C@H]2CO)n1 | 4%
C=CCN(Cc1ccc(OC)cc1)C(=O)Cc1nn(C)c(=O)c2ccccc12 | 4%
O=C(CSc1nccn1Cc1ccccc1)Nc1nc2ccccc2s1 | 176%[activator]
CC(C)(CO)CNC(=O)c1cnc2c(c1)N([S+](=O)([O-])c1cccnc1)CCC2 | -9%[86.2 µM]
COc1ccc(CNC(=O)N2CCN(S(=O)(=O)c3ccc(Cl)c(Cl)c3)CC2)cn1 | 12%
COc1cccc(CN2CC3(C2)C(=O)N(CCCN2CCCC2=O)C(=O)[C@@H]2C[C@@H](O)CN23)c1 | 3%
Cc1noc(C)c1-c1nccc2c(=O)cc(N(C)c3ccccc3)oc12 | ?
Cc1cn2nnc(C(=O)NCC(C)c3ccccc3)c2c(=O)[nH]1 (centres undefined) | 1%
Cc1nn(C(=O)CCC(=O)N2CCC(Cc3nc(C4CCOCC4)no3)CC2)c2ccccc12 | ?
COc1ccccc1CNC(=O)C1CCC(CNc2c(N3CCC(C)CC3)c(=O)c2=O)CC1 (centres undefined) | -28%
COc1ccc(C(=O)NC[C@H]2O[C@@H](CO)[C@@H](O)[C@H]2N2CCc3ccccc3C2)cc1 | -9%
O=C(COC(=O)c1nc(-c2ccccc2)n(-c2ccccc2)n1)Nc1cccc(Cl)c1 | 10%
COc1ccc(C(=O)OCc2ncc(-c3ccccc3)o2)c(OC)c1 | 4%
Cn1c(CO)nnc1C1CCN(c2ncncc2C(=O)O)CC1 | -20%
O=C1[C@@H]2C[C@@H](CN2C(=O)c2cccnc2)Oc2ccccc2N1Cc1ccc(OC(F)(F)F)cc1 | 22%
C=CCOC(=O)C(C#N)c1nc2ccccc2nc1N1CCN(Cc2ccccc2)CC1 (centres undefined) | -11%
COCCNc1nc2cc(-c3nc(-c4cccnn4)no3)ccc2n1C | -26%
COc1ccccc1C(=O)Nc1c(C(=O)N2CCN(c3ccccc3F)CC2)oc2ccccc12 | ?
O=C(NCc1ccccn1)C(=O)NCC(c1ccco1)N1CCOCC1 (centres undefined) | 16%
COc1cc(NC(=O)C(=O)NC(C)C)ccc1N1CCCCS1(=O)=O | 8%
CCOC(=O)c1c(-c2ccccc2)oc2ccc(OCC(=O)NNC(=O)CCC(=O)O)cc12 | ?
O=C(NC[C@H]1O[C@H](Cc2cc(-c3ccccc3)on2)CC[C@@H]1O)C1CCC1 | 17%[86.2 µM]

Entries listed above marked active in KDM5B inh.
SMILES | KDM5B inh
CC(C)NC(=O)c1cc(-c2ccccc2F)cc2c1OCCN2Cc1cccnc1 | 22µM*
COc1ccc(-c2ccnc(-c3nnc(C)n3C3CCN(C)CC3)c2)cc1OC | 32µM*

3 structures already listed, sorted by length of the SMILES, lowest first:
SMILES | KDM5B inh
Cn1c(CO)nnc1C1CCN(c2ncncc2C(=O)O)CC1 | -20%
CC(C)Cn1cc(NC(=O)NCc2ccccc2)c2ccccc2c1=O | ?
CCOC(=O)c1c(C)c(-c2ccccc2)n(CC(=O)NCCc2ccc(C)cc2)c1C | 16%

(next part)
SMILES | KDM5B inh
Cn1c(=O)c2c(nc(Oc3ccc4c(c3)OCO4)n2Cc2cccc(F)c2)n(C)c1=O | 12%
CC1=C2C(=O)CC(c3ccc(F)cc3)CC2=Nc2ccccc2N1 (centres undefined) | 6%
COc1ccc(CCNC(=O)C2(C)CCOCC2)cc1 | 16%[149 µM]
Cc1c(CCO)c(=O)[nH]n1S(=O)(=O)c1cccc(C(F)(F)F)c1 | -22%
COC(=O)C(C)NC(=O)N1CCN(c2nnc(C)c3c(C)n(-c4ccc(Cl)cc4)nc23)CC1 (centres undefined) | -22%
COc1ccc2[nH]c(C(=O)NCc3ccco3)cc2c1OC | -16%
Cc1ccc(C)c(C(=O)c2cc3ccccc3o2)c1 | -14%
Cc1noc(-c2cn(C3CCN(C(=O)c4cccc(C(F)(F)F)c4)C3)nn2)n1 (centres undefined) | 25%
CCc1noc(C)c1C(=O)OCC(=O)c1c[nH]c2c(CC)cccc12 | -5%
c1cc(-c2cc3c(ccn3Cc3ccncc3)c(N3CCOCC3)n2)c2cn[nH]c2c1 | 20µM*
C[C@H]1CC(=O)[C@@]23COC4OC(c5ccoc5)CC41[C@@H]2CCCC31CO1 (some centres undefined) | -9%
Cc1ccc(S(=O)(=O)NC[C@H]2O[C@@H](CO)[C@@H](O)[C@H]2N2CCN(c3ccc(F)cc3)CC2)cc1 | -5%
CC(C)=CC(=O)NCCc1cccs1 | 0%
CCC(C)(C)NC(=O)C1CCC(CNS(=O)(=O)c2ccc3c(c2)CC(C)N3C(C)=O)CC1 (centres undefined) | -2%
Cc1cccc(NC(=O)NNC(=O)c2ccc3ccccc3c2)c1 | -10%
CCSc1nc2n(n1)C(c1ccc(O)c(OC)c1)C1=C(CC(C)(C)CC1=O)N2 (centres undefined) | -14%
O=c1[nH]c(C2CCCN(Cc3cccc(Cl)c3)C2)nc2ccc(F)cc12 (centres undefined) | -10%
